pCIP destab: lowers stability of the mouse p/CIP coactivator protein. F442A p/CIP-EGFP cells, EGFP fluorescence, 16 h. actives 0.01% (n = 290,000). decrease of EGFP signal, % at 10 µM;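 active means EGFP signal decrease of at least 30% at 10 µM or well 3 SD below plate mean, unless failing retest; inactive means the rest, including hits failing retest or dose response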; further: some compounds called inactive have numbers as strong as hits; many of its hits are not listed in these tables
IDE act: IDE (human) activation, cell-based; P14735; HEK cells, FAbeta-B cleavage, fluorescence polarization; 0% vehicle, 100% cell-free pure enzyme wells; activation, % at 5.96 µM; actives 0.073% (n = 340,000); AID 493087;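 active means activation above the mean of all tested compounds plus 3 SD, set per screening campaign, cut at about 17% in these data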
IDE inh: inhibitors of human insulin-degrading enzyme in cells | P14735 | HEK cells, FAbetaB cleavage, fluorescence polarization | actives 0.41% (n = 320,000) | AID 434962 | inhibition, % at 5.59 µM;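 active means percent inhibition above the average of all tested compounds plus 3 SD, set per screening campaign, cut at about 16% in these data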;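 further: IDE supplied by intact live HEK cells; FP after avidin binding of uncleaved biotin substrate so inhibition keeps polarization high; 0% = DMSO wells and 100% = 60 µM reference IDE inhibitor Ii1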
CHRM4 PAM: positive allosteric modulators of human muscarinic M4 receptor; P08173; CHO-K1 hM4/Gqi5, Fluo-8 calcium fluorescence, ACh EC20; 0% = ACh EC20, 100% = maximal ACh; activation, % at 3 µM; actives 0.4% (n = 360,000);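 active means activation above its plate's cutoff, the mean activation of sample wells plus 3 SD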; further: some results filed as inactive read as strong as hits
Target sequence (P08173 whole entry, looked up): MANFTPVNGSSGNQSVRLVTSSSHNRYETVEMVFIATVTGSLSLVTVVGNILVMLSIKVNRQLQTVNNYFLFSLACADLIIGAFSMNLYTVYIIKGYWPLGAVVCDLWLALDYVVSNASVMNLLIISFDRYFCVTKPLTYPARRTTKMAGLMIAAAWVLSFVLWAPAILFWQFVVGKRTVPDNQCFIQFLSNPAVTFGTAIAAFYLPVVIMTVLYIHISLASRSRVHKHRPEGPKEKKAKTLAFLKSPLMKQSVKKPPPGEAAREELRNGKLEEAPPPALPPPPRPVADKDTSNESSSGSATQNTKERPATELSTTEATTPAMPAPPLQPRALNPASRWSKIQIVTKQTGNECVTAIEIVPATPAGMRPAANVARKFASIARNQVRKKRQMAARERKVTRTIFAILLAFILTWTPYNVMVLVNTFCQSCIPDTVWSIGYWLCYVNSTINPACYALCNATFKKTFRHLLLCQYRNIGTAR
GalR3 antag: antagonists of human GalR3; actives 0.44% (n = 360,000); AID 651719; O60755; HEK293 GalR3-CNG cAMP membrane potential fluorescence; galR3 body fused to GalR1 C-terminus; inhibition, % at 3 µM;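 active means inhibition above the screen-wide average plus 3 SD, cut at about 13% in these data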;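 further: forskolin and galanin both at EC90 stimulate the cells; cAMP rise reported by CNG channel membrane potential dye signal; 0% = forskolin plus galanin with DMSO and 100% = forskolin alone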
PHOSPHO1 block: inhibitors of human PHOSPHO1 phosphatase; inhibition, % at 13.3 µM; Q8TCT1; recombinant PHOSPHO1, absorbance phosphatase assay; actives 1.1% (n = 290,000); AID 1565; in the data active means inhibition above about 60%
CRFBP-R2 block: blocks CRF-induced signaling of the CRF-BP/CRF-R2 complex | HEK293 CRF-R2/CRF-BP, CRF-induced calcium fluorescence | inhibition, % at 11.8 µM | actives 0.59% (n = 350,000);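 active means inhibition of the ligand-induced calcium signal above about 50% at the single tested concentration, limit read from the data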
MEKK3 PB1 HTS: modulators (inhibitors or enhancers) of MEK5 binding to human MEKK3 PB1 domain; Q99759; bead-based flow cytometry, Alexa488-MEK5 binding to MEKK3; actives lie on both sides; 0 = blocked by unlabeled MEK5, 100 = vehicle; binding response (% of control), % at 10 µM; actives 1.4% (n = 290,000); AID 1529;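 active means binding response more than 3 SD above or below the average of its plate-row segment, actives on both sides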;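 further: Alexa488 bead fluorescence after subtracting the streptavidin-only scavenger bead signal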
Target sequence (Q99759 whole entry, looked up, the tested form may be a part): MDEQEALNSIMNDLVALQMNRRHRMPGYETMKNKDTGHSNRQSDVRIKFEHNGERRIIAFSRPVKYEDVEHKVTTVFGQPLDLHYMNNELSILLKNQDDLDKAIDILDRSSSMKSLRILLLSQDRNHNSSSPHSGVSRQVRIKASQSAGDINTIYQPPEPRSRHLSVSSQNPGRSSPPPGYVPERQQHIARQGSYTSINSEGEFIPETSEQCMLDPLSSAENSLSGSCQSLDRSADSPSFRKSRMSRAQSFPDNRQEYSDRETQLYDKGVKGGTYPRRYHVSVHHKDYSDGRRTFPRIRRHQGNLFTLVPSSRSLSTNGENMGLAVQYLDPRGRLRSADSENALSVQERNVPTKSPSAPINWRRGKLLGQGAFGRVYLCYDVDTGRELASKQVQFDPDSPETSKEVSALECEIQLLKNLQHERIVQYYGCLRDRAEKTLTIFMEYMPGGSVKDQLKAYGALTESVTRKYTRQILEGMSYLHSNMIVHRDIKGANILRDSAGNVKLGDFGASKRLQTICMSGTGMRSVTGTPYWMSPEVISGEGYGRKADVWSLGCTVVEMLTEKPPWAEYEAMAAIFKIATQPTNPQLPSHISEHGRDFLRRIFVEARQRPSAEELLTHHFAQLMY
CRFR2-BP ag: agonists of human CRF-binding protein/CRF-R2 receptor complex. HEK293 CRF-R2/CRF-BP, calcium dye fluorescence (FLIPR); percent of saturating CRF peptide response. activation, % at 13.2 µM. actives 0.46% (n = 350,000);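 active means activation of at least 50%, plus an integration ratio under a set limit after plate pattern correction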;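 further: plate controls were neutral control wells without compound for no effect and CRF at EC100 for full effect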
* marks the source's active call; other numbers are inactive results; / = not tested or not shown; & = joins results of further samples.

SMILES | pCIP destab | IDE act | IDE inh | CHRM4 PAM | GalR3 antag | PHOSPHO1 block | CRFBP-R2 block | MEKK3 PB1 HTS | CRFR2-BP ag
COc1ccc(CNCCC2(O)CC(C)N(C)CC2C)cc1OC (stereo unspecified) | -5 | 4 | -3 | 4 | -11 | 40 | -8 | 105 | -0.8
COc1ccc(S(=O)(=O)N2CCN(C(=O)C3CC3)CC2)cc1Br | / | 2 | -3 | 0 | -4 | / | 11 | / | -1.6
O=C(NC1CCN(Cc2ccccc2)CC1)c1cccc(S(=O)(=O)Nc2ccc(Br)cc2)c1 | / | 2 | 3 | -2 | -8 | / | -29 | / | 0.9
Cc1cccc(C=Nc2ccc3c(c2)oc2ccccc23)c1O | -3 | -6 | 1 | -9 | 1 | -1 | 1 | 103 | 2.0
O=C(CNCc1cccs1)Nc1cc(S(=O)(=O)N2CCCC2)ccc1Cl | -6 | -5 | 1 | -8 | -2 | 20 | -4 | 91 | -3.6
O=C(O)c1ccccc1C(=O)c1ccc(Br)s1 | -13 | 2 | 2 | 11 | -4 | 25 | -1 | 98 | 7.7
COc1ccc(CCN2C(=S)N(C)C(=O)C2CC(=O)Nc2ccc(F)cc2)cc1 (stereo unspecified) | -9 | / | 6 | -7 | 1 | 16 | -34 | 100 | 3.6
CCCc1c(C(=O)N/N=C/c2cccc3ccccc23)nnn1-c1nonc1N | -5 | -4 | 7 | -1 | -4 | 62* | -35 | 103 | 6.6
NC(N)=N/N=C/c1ccc2cccc(OCc3ccccc3)c2n1 | -16 | 1 | -1 | -4 | -4 | 28 | -13 | 104 | -1.4
C=CCNc1nc(C(=O)OCC(=O)Nc2c(Cl)cccc2C(F)(F)F)cs1 | / | 3 | 8 | 10 | -3 | / | -7 | / | -1.0
O=c1oc(-c2cccs2)nc2ccc(Br)cc12 | 3 | 0 | 1 | 12 | -4 | 38 | -22 | 102 | 3.2
COc1cc(OC)c(OC)cc1CNC(=O)c1ccc(COc2ccccc2)cc1 | -15 | 2 | -3 | -2 | -9 | 22 | 18 | 97 | -0.3
COc1ccc(/C=C2/SC(=S)N(CCCC(=O)Nc3ccccc3C(=O)O)C2=O)cc1 | -2 | 22* | -32 | -4 | -9 | 7 | 8 | 104 | -0.5
C/C(=N\NS(=O)(=O)c1ccc(C)cc1)c1ccc(Br)s1 | -5 | 8 | -2 | 2 | -6 | -5 | 10 | 104 | 0.5
COc1cc(N/C=C(\C(C)=O)c2ccccc2)cc(OC)c1 | -17 | -4 | 2 | 11 | / | -10 | / | 109 | /
C=CCc1cccc(/C=N/c2ncn[nH]2)c1O | -2 | 6 | 1 | 4 | -8 | 1 | 6 | 100 | 0.0
Cc1ccc(-c2noc(COc3ccc4c(c3)OCO4)n2)cc1 | 7 | -1 | -6 | 5 | 5 | 22 | 9 | 95 | 3.4
O=C(COc1ccc2ccccc2c1)Nc1nc2ccccc2[nH]1 | -5 | 0 | -5 | 11 | -6 | 12 | 11 | 102 | 14
Cc1nn(C(C)C(=O)NCc2ccccc2Cl)c(=O)c2c1sc1ccccc12 (stereo unspecified) | -16 | -1 | -5 | 4 | -2 | 8 | 2 | 98 | -0.2
Cc1ccc(CNC(=O)CN2C(=O)CSc3ccc(S(=O)(=O)N4CCCCC4)cc32)cc1 | 3 | -3 | 2 | 0 | -7 | 7 | 3 | 101 | -2.3
CCCCn1c(N)c(N(CCC(C)C)C(=O)c2cc(-c3ccco3)nc3ccccc23)c(=O)[nH]c1=O | -6 | -4 | 0 | 0 | 5 | -2 | 0 | 101 | -4.6
O=C(Nc1c(Cl)cccc1Cl)C1CCC1 | -10 | 8 | -2 | 12 | -6 | 18 | 19 | 90 | 1.2
Cc1ccnc(NS(=O)(=O)c2cccc3nsnc23)c1 | -1 | 7 | 7 | 10 | 1 | 6 | -25 | 95 | 0.4
Cc1cc(S(=O)(=O)NC2CCCCC2)ccc1OCC(=O)NCc1ccccn1 | 4 | -1 | 0 | -1 | 0 | 11 | -15 | 101 | -2.7
COc1cc(NC(=S)NC(=O)c2ccccc2C)ccc1NC(=O)c1cccs1 | -5 | 2 | 2 | -3 | -1 | 33 | -24 | 104 | 1.3
COc1ccc(-n2nnnc2SCC(=O)Nc2ccccc2)cc1 | -4 | 3 | -1 | -6 | -9 | 22 | 13 | 106 | -3.2
O=C(CC1SC(=O)NC1=O)Nc1ccc(Cl)cc1 (stereo unspecified) | -12 | -6 | 3 | -4 | -2 | 4 | -15 | 94 | -0.1
COc1ccccc1CNC(=O)/C=C/c1ccc(Br)o1 | -2 | 1 | -1 | -5 | 4 | -12 | -1 | 95 | 1.8
CC(C)Cn1c(N)c(C(=O)CSc2nnnn2-c2ccc(Cl)cc2)c(=O)n(C)c1=O | / | 7 | / | -4 | 2 | / | -1 | / | 2.8
Cc1cc(C)c(C#N)c(SCC2COc3ccccc3O2)n1 (stereo unspecified) | -49 | -3 | 5 | 6 | 3 | -4 | 23 | 103 | 2.6
Nc1nonc1-n1nnc(C(=O)N/N=C/c2cccc(F)c2)c1-c1ccc2c(c1)OCO2 | -20 | -5 | -1 | -2 | -10 | 33 | -38 | 96 | -0.1
Cc1onc(-c2ccccc2Cl)c1-c1nc(-c2ccncc2)no1 | -4 | 1 | 0 | 1 | -4 | 13 | -12 | 102 | 1.6
O=C(Nc1ccc(S(=O)(=O)N2CCCCC2)cc1)c1ccccc1Cl | -20 | -2 | -2 | -6 | -4 | -2 | -12 | 100 | -0.2
O=C(c1ccco1)N1CCN(C(=O)c2cccs2)CC1 | 2 | 3 | -1 | 5 | -7 | 1 | 2 | 102 | -0.3
Cc1noc(C)c1CS(=O)(=O)Cc1ccc(Cl)cc1 | -4 | / | 2 | 2 | -1 | -24 | -1 | 94 | -2.1
COc1ccccc1OCc1cc(C(=O)N2CCN(C)C(c3ccccc3)C2)no1 (stereo unspecified) | 10 | 5 | 0 | -4 | 3 | -4 | 1 | 107 | -2.1
COc1ccccc1C(=O)NNC(=O)c1ccccc1F | 1 | 2 | -5 | -4 | -6 | -26 | 0 | 99 | -0.8
C=CCn1c(=O)c2ccc(C(=O)NCc3ccccc3)cc2n(Cc2ccc(Cl)cc2)c1=O | -20 | 1 | 3 | 13 | -2 | -12 | -33 | 97 | 0.9
CCOc1ccc(NC(=O)C2CCN(S(=O)(=O)c3ccc4c(c3)NC(=O)C(C)S4)CC2)cc1 (stereo unspecified) | -2 | -10 | -5 | -11 | -7 | 44 | -6 | 97 | 0.0
Cc1ccn2c(=O)nc(SCC(=O)NCc3ccccc3)nc2c1 | / | -2 | 3 | -5 | -2 | / | 8 | / | -2.4
CC(=O)c1sc(NCCOc2ccc(C)cc2)nc1C | -12 | 1 | 1 | 4 | -7 | 34 | -19 | 100 | 0.9
NS(=O)(=O)c1ccc(CNC(=O)c2ccc(S(=O)(=O)C(F)F)cc2)cc1 | -12 | -1 | 2 | -3 | -7 | 53 | 4 | 93 | -0.3
N#C/C(=C/N1CCOCC1)c1ccccc1 | -22 | 4 | -1 | 27 | 0 | 3 | 0 | 102 | 0.6
Cc1ccc(C(=O)N/C(=C/c2ccco2)C(=O)Nc2cccc(C(=O)O)c2)cc1 | -9 | / | -2 | / | -4 | 14 | 1 | 104 | 0.3
CC1=CC(C)(C)NC(=S)N1c1ccccc1C | -2 | 3&10 | 5 | -5&-1 | -7&-4 | -1 | -6&-1 | 98 | -1.4&1.8
Cc1ncc([N+](=O)[O-])n1CCOC(=O)c1ccccc1 | 6 | -2 | 1 | 6 | 5 | 7 | -11 | 104 | -2.4
Cc1csc2c(N3CCN(C(=O)Nc4ccc(OC(F)(F)F)cc4)CC3)ncnc12 | -13 | -11 | 2 | -28 | -5 | 8 | -2 | 103 | -2.5
CC(OC(=O)Cc1c[nH]c2ccccc12)C(=O)Nc1ccccc1F (stereo unspecified) | / | -2 | 1 | -1 | -4 | / | 4 | / | -0.7
O=C(OCc1ccccc1Cl)C1CC(=O)N(Cc2ccco2)C1 (stereo unspecified) | / | 1 | 7 | -2 | -3 | / | -1 | / | -0.4
O=C(CSc1ccc(-c2ccco2)nn1)N1CCCC1 | 6 | -3 | -2 | -4 | -1 | 3 | -15 | 97 | -0.4

Reprinted from the part before: 3 compounds, then new ones.
SMILES | pCIP destab | IDE act | IDE inh | CHRM4 PAM | GalR3 antag | PHOSPHO1 block | CRFBP-R2 block | MEKK3 PB1 HTS | CRFR2-BP ag
CC(OC(=O)Cc1c[nH]c2ccccc12)C(=O)Nc1ccccc1F (stereo unspecified) | / | -2 | 1 | -1 | -4 | / | 4 | / | -0.7
O=C(OCc1ccccc1Cl)C1CC(=O)N(Cc2ccco2)C1 (stereo unspecified) | / | 1 | 7 | -2 | -3 | / | -1 | / | -0.4
O=C(CSc1ccc(-c2ccco2)nn1)N1CCCC1 | 6 | -3 | -2 | -4 | -1 | 3 | -15 | 97 | -0.4
Cc1ccc(N(CC(=O)Nc2c(C)n(C)n(-c3ccccc3)c2=O)S(C)(=O)=O)cc1C | -13 | -2 | -1 | 4 | 0 | 11 | -16 | 105 | 0.2
Cn1nnc(NC(=S)NC(=O)c2cccs2)n1 | -8 | 0 | 0 | -7 | -5 | -5 | 25 | 96 | -2.2
COc1ccc(N2CCN(Cc3nc4c(c(=O)[nH]c(=O)n4C)n3Cc3cccc(Cl)c3)CC2)cc1 | 2 | 3 | 3 | -3 | 1 | 18 | -28 | 98 | -1.1
O=C(Nc1nccs1)[C@@H]1CCCN1S(=O)(=O)c1ccc(Cl)cc1 | / | 8 | 2 | 1 | -5 | / | -17 | / | -2.9
Nc1cc(=O)[nH]c2ncnn12 | / | 5 | / | 2 | -2 | / | 28 | / | 4.1
COc1ccc2nc(SCC(=O)Nc3c(C)cc(C)cc3C)[nH]c2c1 | -16 | -2 | 3 | -2 | 2 | 42 | -11 | 113 | -2.6
O=C(Nc1ncc(Cc2ccccc2Cl)s1)c1ccc(-c2cccc([N+](=O)[O-])c2)o1 | -2 | 4 | 3 | 0 | -4 | -4 | -4 | 110 | -0.5
Cn1c(=O)c2c(nc(NCc3ccc4c(c3)OCO4)n2Cc2ccccc2)n(C)c1=O | -4 | 0 | -1 | 1 | -1 | 10 | -28 | 100 | 0.1
COC(=O)C1=C(C)NC(=S)NC1c1ccc(-c2ccccc2C(=O)OC)o1 (stereo unspecified) | 1 | 1 | -2 | -3 | -1 | 4 | 2 | 58 | -6.7
CCn1c(=O)cc(SCC(=O)Nc2cccc(SC)c2)c2ccccc21 | -13 | -6 | 1 | 1 | -2 | 11 | -46 | 98 | 1.4
O=C(CCCc1nc(-c2ccccc2)no1)NC1CCCCC1 | 1 | -1 | -5 | 5 | -9 | 45 | 9 | 98 | 1.9
CCCn1c(=S)[nH]c2cc(C(=O)N3CCN(C(=O)OCC)CC3)ccc2c1=O | -9 | -5 | 0 | 9 | -8 | 40 | -18 | 102 | 0.1
O=C(NCc1ccc(Cl)cc1)c1n[nH]c([N+](=O)[O-])c1Cl | 2 | -3 | 3 | -4 | 0 | -5 | 17 | 104 | -2.3
COC(=O)Nc1ccc2c(c1)N(C(=O)CCN1CCN3CCCC3C1)c1ccccc1CC2 (stereo unspecified) | -7&-5 | 3&-4 | 7&2 | 1&1 | -3&-3 | 24&17 | -6&-1 | 104 | 1.7&0.5
COc1ccc(-c2cn(Cc3ccc4c(c3)C(=O)c3ccccc3C4=O)nn2)cc1 | -6 | -1 | 4 | -1 | 0 | -2 | 5 | 103 | -1.1
